Screening results from PubChem BioAssay.
Thrombin inh – human alpha-thrombin inhibitors, primary screen, counter-screen for coagulation protease inhibitor project, biochemical, 1536-well, fluorogenic AMC substrate; inhibition, % at 5 µM; Boc-VPR-AMC fluorogenic substrate cleavage; Prothrombin (Homo sapiens), P00734; actives 0.26% (n = 220,000);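 active = inhibition at or above 40%; inactive = inhibition below 40%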;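 also: 0% = enzyme with no compound and 100% = wells without enzyme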
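System: Human alpha-thrombin protein | Medium: pH 7.5 Tris (50 mM) with NaCl 150 mM, Tween 20 0.05% | Times: Enzyme reaction carried out at room temperature | Detection: AMC fluorescence, 355/460 nm | Evaluation: Percent inhibition scaled between no-compound controls and no-enzyme blanks | Benchmarks: Enzyme without compound as high, wells lacking enzyme as low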
Hck Nef HTS – inhibitors of Nef-activated human Hck kinase, primary screen, biochemical, Z-Lyte FRET, 384-well, Hck-YEEI; actives 0.68% (n = 220,000); AID 463187, 2010; Recombinant Hck-YEEI plus Nef, Z-Lyte FRET kinase assay; inhibition, % at 20 µM;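 active = Hck-Nef kinase inhibition above about 50%, limit read from the data; inactive = inhibition below that limit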;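 also: 0% = DMSO with Hck plus Nef and 100% = Hck alone without Nef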
Runt-SMMHC FRET – inhibitors of RUNX1 Runt–CBFb-SMMHC binding, primary screen, biochemical, FRET, Cerulean-Runt, Venus-CBFb-SMMHC, uHTS; Runt-related transcription factor 1 (Homo sapiens) + Core-binding factor subunit beta …; Cerulean-Runt/Venus-CBFb-SMMHC FRET ratio 530/480, 1 h; inhibition, % at 20 µM; actives 0.74% (n = 220,000); AID 1434, 2008;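 active = mean inhibition across duplicate retests at 20 µM reaching about 50%, limit read from the data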;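 also: 0% = DMSO wells and 100% = wells with excess untagged CBFb-SMMHC; inhibitors lower the FRET ratio by blocking Runt binding to CBFb-SMMHC; some results filed as inactive read as strong as hits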
Wee1 stabilizer – Wee1 degradation inhibitors, primary screen, cell-based, HeLa, Wee1K328M-luciferase, luminescence. HeLa Luc-Wee1K328M stability; 100% = proteasome inhibitor MG132 effect. actives 1.2% (n = 220,000). reporter increase, % at 5 µM;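 active = activation above the mean of all tested compounds plus 3 SD, set per screening run, cut at about 8.8% in these data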;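 also: cells exposed to compound for 20 h before luminescence read; 0% = DMSO alone and 100% = MG132 at 30 µM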
FXIa inh – human FXIa protease inhibitors, primary screen, biochemical, 1536-well; Coagulation factor XI (Homo sapiens), P03951; purified FXIa, Boc-Glu-Ala-Arg-AMC fluorogenic substrate; inhibition, % at 5 µM; actives 0.14% (n = 220,000); AID 798, 2007;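 active = inhibition of at least 40%; inactive = inhibition below 40%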;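 also: fluorescence of freed AMC excited at 355 nm; 0% = enzyme without compound and 100% = no enzyme blank; many of its hits are not listed in these tables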
Target sequence (P03951 19-387 limits assumed): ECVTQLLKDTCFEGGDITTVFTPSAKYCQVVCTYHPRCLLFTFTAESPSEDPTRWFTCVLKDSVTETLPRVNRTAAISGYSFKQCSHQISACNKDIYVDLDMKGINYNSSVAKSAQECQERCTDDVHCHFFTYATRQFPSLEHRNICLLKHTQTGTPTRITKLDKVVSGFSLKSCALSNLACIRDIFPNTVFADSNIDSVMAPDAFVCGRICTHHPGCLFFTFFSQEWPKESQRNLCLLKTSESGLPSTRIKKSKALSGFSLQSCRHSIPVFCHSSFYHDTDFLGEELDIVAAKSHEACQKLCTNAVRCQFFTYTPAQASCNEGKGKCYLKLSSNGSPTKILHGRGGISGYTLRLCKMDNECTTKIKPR
Target sequence (P03951 388-625 limits assumed): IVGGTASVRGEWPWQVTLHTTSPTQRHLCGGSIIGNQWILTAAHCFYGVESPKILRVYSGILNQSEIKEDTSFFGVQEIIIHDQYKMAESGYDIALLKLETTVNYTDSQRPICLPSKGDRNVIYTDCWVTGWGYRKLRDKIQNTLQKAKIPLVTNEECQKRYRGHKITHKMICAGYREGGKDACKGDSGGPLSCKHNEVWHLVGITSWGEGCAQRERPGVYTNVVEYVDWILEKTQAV
FXIIa inh 1536 – human FXIIa protease inhibitors, primary screen, biochemical, 1536-well | AID 800, 2007 | purified FXIIa, Boc-QGR-AMC fluorogenic substrate, 2 h | Coagulation factor XII (Homo sapiens), P00748 | inhibition, % at 5 µM | actives 0.3% (n = 220,000); in the data active = inhibition above about 40%;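 also: 0% = enzyme with no compound and 100% = blank without enzyme; many of its hits are not listed in these tables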
14-3-3 Bad PPI – inhibitors of 14-3-3 zeta/Bad binding, primary screen, biochemical, TR-FRET, bovine 14-3-3 zeta; TR-FRET 14-3-3zeta/Dy647-pBad peptide displacement, 1 h; 14-3-3 protein zeta/delta (Bos taurus), P63103; actives 0.71% (n = 220,000); inhibition, % at 21.7 µM;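 active = inhibition above about 70%, limit read from the data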;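 also: 0% = full 14-3-3 plus peptide FRET controls and 100% = background without 14-3-3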
Runt-CBFb FRET – inhibitors of RUNX1 Runt–CBFb binding, primary screen, biochemical, FRET, Cerulean-Runt, Venus-CBFb, uHTS; Runt-related transcription factor 1 (Homo sapiens) + Core-binding factor subunit beta …; Cerulean-Runt/Venus-CBFb FRET ratio 530/480, 1 h; inhibition, % at 20 µM; actives 0.46% (n = 220,000);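 active = inhibition over about 50% at 20 µM in the single-dose screen, limit read from the data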;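 also: 0% = DMSO wells and 100% = excess unlabeled CBFb competitor control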
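Assay system: Cerulean-Runt domain fusion protein, energy donor; Signal: fluorescence energy transfer, 422 nm excitation, 530/480 nm emission; Timing: 1 h compound exposure, room temperature; Control set: unlabeled CBFb; Medium: Tris buffer pH 7.5 with salts and BSA; Compound: single test concentration of 20 µM, 1% DMSO final; Probe or stimulus: Venus-CBFb 100 nM.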
KLK5 inh – human KLK5 protease inhibitors, primary screen, biochemical, 1536-well; Kallikrein-5 (Homo sapiens), Q9Y337; recombinant hK5, fluorogenic AMC substrate cleavage; inhibition, % at 5 µM; actives 0.59% (n = 210,000);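 active = inhibition of 40% or more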;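 also: 0% = enzyme controls without compound and 100% = no-enzyme blanks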
Target sequence (Q9Y337 67-293 limits assumed): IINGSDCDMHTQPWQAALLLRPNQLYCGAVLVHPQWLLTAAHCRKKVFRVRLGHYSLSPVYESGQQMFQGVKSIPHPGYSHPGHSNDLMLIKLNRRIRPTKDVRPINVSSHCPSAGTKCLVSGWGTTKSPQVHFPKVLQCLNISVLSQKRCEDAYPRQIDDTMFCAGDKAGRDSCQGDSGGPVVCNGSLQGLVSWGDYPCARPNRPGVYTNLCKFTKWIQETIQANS
* marks the source's active call; other numbers are inactive results; . = no result given; [ ] = dose if it differs, or a comment.

The opening 7 records, to show the layout:
SMILES | Thrombin inh | Hck Nef HTS | Runt-SMMHC FRET | Wee1 stabilizer | FXIa inh | FXIIa inh 1536 | 14-3-3 Bad PPI | Runt-CBFb FRET | KLK5 inh
COc1ccccc1N(CC(O)Cn1nc(C)cc1C)S(=O)(=O)c1ccccc1 (centres undefined) | -4 | 9 | 2 | 0 | 4 | 8 | -14 | -2 | 0
CC(=O)N1CCN(C(=O)COc2ccc(N(C)S(=O)(=O)c3cccs3)cc2)CC1 | -1 | 9 | 2 | 1 | 4 | 10 | 4 | 0 | .
O=C(Cn1cc([N+](=O)[O-])cn1)Nc1ccc(Cn2cc(Br)cn2)cc1 | -9 | -1 | -3 | 6 | 4 | 6 | -6 | 1 | -4
Fc1ccc(CNc2nc3ccccc3n3cnnc23)cc1 | 2 | 0 | -1 | -2 | 3 | 5 | 0 | 2 | -4
COC(=O)/C=c1/s/c(=C(/C#N)C(=O)N2CCOCC2)n(-c2ccccc2)c1=O | 6 | 0 | 3 | 3 | 8 | 17 | 0 | 3 | -48
CC1CCc2c(C(=O)OCC(=O)Nc3cccc(S(=O)(=O)N4CCCCCC4)c3)csc2C1 (centres undefined) | -11 | -3 | 3 | -2 | 1 | 7 | -16[fluorescence artefact?] | 0 | -15
COc1ccc(C2C(C#N)=C(N)N(c3sc4c(c3C#N)CCCC4)C3=C2C(=O)CC(C)(C)C3)cc1OC (centres undefined) | 2 | 2 | -30 | -1 | -8 | 7 | -41[fluorescence artefact?] | -3 | -21

This part in full, from the first entry:
SMILES | Thrombin inh | Hck Nef HTS | Runt-SMMHC FRET | Wee1 stabilizer | FXIa inh | FXIIa inh 1536 | 14-3-3 Bad PPI | Runt-CBFb FRET | KLK5 inh
COc1ccccc1N(CC(O)Cn1nc(C)cc1C)S(=O)(=O)c1ccccc1 (centres undefined) | -4 | 9 | 2 | 0 | 4 | 8 | -14 | -2 | 0
CC(=O)N1CCN(C(=O)COc2ccc(N(C)S(=O)(=O)c3cccs3)cc2)CC1 | -1 | 9 | 2 | 1 | 4 | 10 | 4 | 0 | .
O=C(Cn1cc([N+](=O)[O-])cn1)Nc1ccc(Cn2cc(Br)cn2)cc1 | -9 | -1 | -3 | 6 | 4 | 6 | -6 | 1 | -4
Fc1ccc(CNc2nc3ccccc3n3cnnc23)cc1 | 2 | 0 | -1 | -2 | 3 | 5 | 0 | 2 | -4
COC(=O)/C=c1/s/c(=C(/C#N)C(=O)N2CCOCC2)n(-c2ccccc2)c1=O | 6 | 0 | 3 | 3 | 8 | 17 | 0 | 3 | -48
CC1CCc2c(C(=O)OCC(=O)Nc3cccc(S(=O)(=O)N4CCCCCC4)c3)csc2C1 (centres undefined) | -11 | -3 | 3 | -2 | 1 | 7 | -16[fluorescence artefact?] | 0 | -15
COc1ccc(C2C(C#N)=C(N)N(c3sc4c(c3C#N)CCCC4)C3=C2C(=O)CC(C)(C)C3)cc1OC (centres undefined) | 2 | 2 | -30 | -1 | -8 | 7 | -41[fluorescence artefact?] | -3 | -21
CC1(C)NC(=O)N(CCCCOc2ccccc2[N+](=O)[O-])C1=O | 1 | 6 | -9 | 11* | -3 | -2 | -6 | 1 | -19
CCCCCCC1CC(CSC(=N)N)OC1=O (centres undefined) | 4 | -1 | 3 | -2 | -6 | 19 | 5 | -1 | 15
C/C(N)=C(/C#N)C(=O)COC(=O)c1cc2c(s1)CCC(C)C2 (centres undefined) | -20 | 7 | 1 | -2 | -6 | 8 | 12 | -4 | 0
O=C(COC(=O)CNC(=O)c1ccccc1)Nc1cccc(Br)c1 | -2 | 0 | 3 | 0 | 7 | 10 | 2 | 1 | -6
COc1ccccc1NC(=O)c1c(Nc2ccccc2C)sc(C(=O)Nc2cccc(Cl)c2)c1N | -5 | 1 | 0 | 2 | 4 | 6 | 6[fluorescence artefact?] | 0 | -8
CCC1(CC)NC(=O)N(CC(=O)OCC(=O)Nc2ccc(F)c(F)c2F)C1=O | -5 | 8 | 0 | 3 | -1 | 4 | 2 | 0 | -18
Nc1nc(CC(=O)CSc2ccc(Cl)cc2)nc(Nc2ccc(F)cc2)n1 | -9 | 3 | -8 | 1 | -6 | 0 | 21[fluorescence artefact?] | -1 | -7
O=[N+]([O-])c1ccc(Sc2nc3ccccc3o2)c([N+](=O)[O-])c1 | 1 | -7 | 2 | 1 | 9 | 15 | 3 | 10 | 6
O=C(Oc1cccnc1)c1ccc(Cl)cc1 | -1 | 0 | 1 | 0 | 0 | -2 | 43 | 0 | 19
COc1cccc(-c2nnn(CC(C)=O)n2)c1 | 1 | 13 | -1 | 2 | -1 | 9 | 4[fluorescence artefact?] | -1 | -4
O=C(CN(Cc1ccc2c(c1)OCO2)C(=O)CNS(=O)(=O)c1ccccc1)NCC1CCCO1 (centres undefined) | 3 | 1 | 5 | -3 | 6 | 20 | -3 | 0 | -9
NC(=O)c1sc(=S)n(-c2ccc(Br)cc2)c1N | -2 | 5 | 4 | 3 | -4 | 4 | -4 | 17 | 26
CCOc1cc(S(=O)(=O)NCCc2ccccc2C)c(OCC)cc1-n1cnnn1 | -4 | 2 | 0 | 0 | -6 | 3 | 0 | -2 | -12
C/C(CC(=O)Nc1ccccn1)=N\NC(=O)Cc1cccc2ccccc12 | 11 | -1 | -1 | 0 | 0 | 7 | 3 | -1 | 8
COC(=O)C(C)N(C#N)c1nc(NC(C)C)nc(SC)n1 (centres undefined) | -6 | 5 | 0 | 0 | -4 | 9 | -1 | -1 | 12
Cc1ccc2c(Cl)c(C(=O)Nc3cccnc3)sc2c1 | 3 | 3 | -6 | 1 | 1 | 3 | 7 | -6 | -1
Cc1ccccc1N(CC(=O)NCCSc1ccccn1)S(=O)(=O)c1ccccc1 | -7 | 21 | -6 | 1 | -4 | 4 | -2 | 0 | -2
CCN(CC)C(=O)C1CCCN(c2ncnc3c2cnn3-c2cccc(C)c2)C1 (centres undefined) | 5 | -3 | -1 | 1 | 3 | 16 | 4 | -2 | -5
c1ccc(-n2nnnc2SCc2cccc(CSc3nnnn3-c3ccccc3)n2)cc1 | 1 | 12 | -1 | 3 | 8 | 14 | 3[fluorescence artefact?] | -4 | -2
CCOc1ccc(CCNC(=O)CN(C)S(=O)(=O)c2ccc3c(c2)CCC(=O)N3)cc1OCC | -2 | 0 | -3 | -2 | -1 | 10 | 5 | -1 | -1
COc1ccc(CNCCC(c2ccccc2)C2CCOC(C)(C)C2)cc1 (centres undefined) | -10 | -5 | 0 | 2 | 0 | 6 | -3 | -1 | 1
CC1CCCN(CCOCCOc2ccc(Br)cc2Cl)C1 (centres undefined) | -6 | 3 | 1 | 0 | -5 | 6 | 5 | -2 | 0
CCc1nnc(NC(=O)c2ccc(COc3ccc(C)cc3)o2)s1 | -3 | -1 | 7 | -1 | -7 | 7 | 0 | 0 | -2
CCOc1ccc2[nH]c(=O)c(C(c3nnnn3Cc3ccco3)N3CCC(C)CC3)cc2c1 (centres undefined) | 5 | -25 | -6 | 3 | 2 | 16 | 37 | -1 | -21
Cc1cc(C)cc(OCC(=O)O/N=C(\N)c2ccccc2Cl)c1 | -5 | 10 | -2 | 4 | -2 | 0 | -1 | -1 | -1
CC(NC(=O)Cn1cc(C(F)(F)F)ccc1=O)c1ccc(F)cc1 (centres undefined) | -6 | 23 | 4 | -5 | -1 | 12 | -23 | -2 | 7
Cc1cccc(Cn2c(Sc3nc(C)cs3)nc3c2c(=O)[nH]c(=O)n3C)c1 | 2 | -1 | 5 | 0 | 6 | 14 | 7 | -2 | 0
O=c1[nH]c(-[n+]2ccccc2)c(/C=N/N=C(\[O-])c2ccccc2)s1 | -2 | -3 | -5 | 0 | 1 | 7 | -2 | 3 | 6
COc1cccc(/C=N\NC(=O)c2cc(OCC(F)(F)F)ccc2OCC(F)(F)F)c1 | -5 | 0 | 4 | -2 | 2 | -3 | 3 | -2 | -11

A portion from the list above:
SMILES | Thrombin inh | Hck Nef HTS | Runt-SMMHC FRET | Wee1 stabilizer | FXIa inh | FXIIa inh 1536 | 14-3-3 Bad PPI | Runt-CBFb FRET | KLK5 inh
CCN(CC)C(=O)C1CCCN(c2ncnc3c2cnn3-c2cccc(C)c2)C1 (centres undefined) | 5 | -3 | -1 | 1 | 3 | 16 | 4 | -2 | -5
c1ccc(-n2nnnc2SCc2cccc(CSc3nnnn3-c3ccccc3)n2)cc1 | 1 | 12 | -1 | 3 | 8 | 14 | 3[fluorescence artefact?] | -4 | -2
CCOc1ccc(CCNC(=O)CN(C)S(=O)(=O)c2ccc3c(c2)CCC(=O)N3)cc1OCC | -2 | 0 | -3 | -2 | -1 | 10 | 5 | -1 | -1

Further entries:
SMILES | Thrombin inh | Hck Nef HTS | Runt-SMMHC FRET | Wee1 stabilizer | FXIa inh | FXIIa inh 1536 | 14-3-3 Bad PPI | Runt-CBFb FRET | KLK5 inh
Cc1ccc(NC(=S)N(CCCN2CCCC2)Cc2cccn2Cc2ccc(Cl)cc2)cc1Cl | -3 | 26 | 0 | -2 | -1 | 10 | 25 | -1 | 0
O=C(OCc1cc(Cl)ccc1OC(F)F)c1cncc(Br)c1 | -5 | 33 | 0 | -1 | 4 | 4 | -10 | -3 | -1
Cc1cc(=O)n2[nH]c(-c3ccc(F)cc3)cc2n1 | -1 | 0 | 6 | 4 | 4 | 12 | 4 | 0 | 2
CC1(C)C(C#N)=C(N)OC2=C1C(=O)CCC2 | -7 | 3 | -1 | 2 | 4 | 11 | 0 | 1 | -31
Cc1nnc2ccc(-c3cccc(NC(=O)c4ccc(Cl)nc4)c3)nn12 | -12 | 31 | 3 | 6 | 3 | 1 | -1 | -2 | 0
C#CCOCCOCCOCCNc1nc(N2CCN(C(=O)[C@H](Cc3cc4ccccc4[nH]3)n3cc([C@@H](N)C(C)CC)nn3)CC2)nc(N2CCN(C(=O)[C@H](CCCCN)n3cc([C@@H](N)CC(C)C)nn3)CC2)n1 (some centres undefined) | -2 | 11 | 18 | 4 | -1 | 7 | 40 | 9 | -2
Cc1ccc(Cl)cc1NC(=O)C1CC(=O)Nc2ncnn21 (centres undefined) | -1 | 21 | 0 | -1 | -1 | 8 | -5 | 1 | -1

Outcome played no part in choosing rows (roughly 4.2% active in at least one column).
